Assay outcomes deposited in PubChem by Broad Institute.
ARNT-TACC3 inh: disrupts binding between human ARNT and TACC3; AlphaScreen His-ARNT PAS-B/GST-TACC3 binding, luminescence; TACC3 fragment carries E629A point mutation; inhibition, % at 9.99 µM; 0.66% of 390,000 active; AID 623870;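 active = mean inhibition of replicates at least 50% and at least half of replicates each reaching 50%; inconclusive = half or more replicates reach 50% but mean below 50%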;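 also: 0% = complete ARNT plus TACC3 wells and 100% = ARNT alone without TACC3; many hits fall short of the cut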
LGR2 antag: blocks bursicon-induced cAMP signaling via Drosophila LGR2 | HEK293 LGR2, CRE-luciferase, bursicon-stimulated, 4 h | inhibition, % at 9.99 µM | 0.35% of 380,000 active | AID 720647;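 active = drop in luminescence signal, shown as inhibition above about 50% in the replicate tests, limit read from the data, passing the limit was not always enough; inconclusive = probably only some replicates passing the limit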;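 also: agonist challenge used bursicon conditioned medium at about half maximal strength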
DENV2 CPE rescue: DENV2-induced cell death inhibition | 1.7% of 350,000 active | AID 651640 | CPE inhibition, % at 9.99 µM | DENV2-infected cells, cytopathic effect rescue, plate reader; in the data active = CPE inhibition above about 20%, passing the limit was not always enough; inconclusive = no clear call, values can overlap the other calls; tested in BHK-21 cells;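 also: 0% = median of neutral control wells and 100% = median of positive control wells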
EWS-Fli block: blocks EWS/Fli oncoprotein-driven transcription. A673 NR0B1-luciferase reporter, viability-normalised. inhibition, % at 12.6 µM. 0.67% of 350,000 active. AID 651661;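 active = mean inhibition of at least 50% after viability correction, with every replicate also passing that limit; inconclusive = mean reaches 50% but only one of two replicates passes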;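 also: firefly luciferase signal divided by Alamar Blue viability fluorescence both relative to DMSO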
SIRT5 block: sirtuin-5 (human) deacylase inhibition; Q9NXA8; Purified SirT5, succinyl-peptide AMC, trypsin-coupled fluorescence; inhibition, % at 15 µM; 1.1% of 330,000 active; AID 652115; in the data active = inhibition above about 15%; inconclusive = no clear call, values can overlap the other calls
Target sequence (Q9NXA8 whole entry, looked up): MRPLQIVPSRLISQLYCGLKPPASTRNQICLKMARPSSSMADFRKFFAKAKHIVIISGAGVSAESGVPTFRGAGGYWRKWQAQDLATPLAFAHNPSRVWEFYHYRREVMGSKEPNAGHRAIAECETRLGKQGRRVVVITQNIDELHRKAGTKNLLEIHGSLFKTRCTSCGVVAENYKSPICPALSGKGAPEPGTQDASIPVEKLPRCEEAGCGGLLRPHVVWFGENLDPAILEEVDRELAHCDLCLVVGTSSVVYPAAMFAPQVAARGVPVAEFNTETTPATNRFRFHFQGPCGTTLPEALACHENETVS
Casp6 inh: caspase-6 (human) enzyme inhibition. P55212. purified caspase-6, Z-VEID-R110 cleavage fluorescence. inhibition, % at 12.5 µM. 0.53% of 350,000 active. AID 686996;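 active = mean inhibition across replicates at least about 35%, with every replicate also reaching that limit, limit read from the data; inconclusive = only one of the two criteria met; inactive = neither criterion met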;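 also: 0% = median of neutral control wells and 100% = no fluorescence left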
Target sequence (P55212 24-179 limits assumed): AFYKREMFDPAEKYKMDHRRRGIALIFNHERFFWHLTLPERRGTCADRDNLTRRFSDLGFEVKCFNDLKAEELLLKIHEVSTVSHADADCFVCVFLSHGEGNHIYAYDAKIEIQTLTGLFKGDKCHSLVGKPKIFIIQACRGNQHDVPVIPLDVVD
Target sequence (P55212 194-293 limits assumed): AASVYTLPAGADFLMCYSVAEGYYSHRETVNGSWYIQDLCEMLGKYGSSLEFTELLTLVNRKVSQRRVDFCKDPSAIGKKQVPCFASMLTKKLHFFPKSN
PAX8 inh HTS: inhibitors of PAX8 transcriptional activity in RMG-I cells; RMG-I TPO-luciferase reporter, SteadyGlo, 24 h; inhibition, % at 12.6 µM; 1.2% of 360,000 active;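 active = mean replicate inhibition at least 60% with every replicate also reaching 60%; inconclusive = only one of the two criteria is met; inactive = mean below 60% and not all replicates reaching 60%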;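 also: luciferase light reporting Pax8 driven TPO promoter activity; plate controls were median of neutral control wells for no effect and mitoxantrone controls for full effect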
* = called active by the depositor; & = joins results of further samples.

The first 2 entries as a preview:
CC(=O)Nc1sc2c(c1C(N)=O)CCN(Cc1ccccc1)C2 was read as LGR2 antag -2, DENV2 CPE rescue 6, EWS-Fli block 8, SIRT5 block -7, Casp6 inh 1 and PAX8 inh HTS -5.
Screening COC(=O)c1ccc(CN2CC(=O)N3[C@H](CO)[C@H](c4ccc(Br)cc4)[C@@H]3C2)cc1 returned LGR2 antag -3, DENV2 CPE rescue 4, EWS-Fli block 9, SIRT5 block -3, Casp6 inh 0 and PAX8 inh HTS -10.

This part in full, repeating the preview:
CC(=O)Nc1sc2c(c1C(N)=O)CCN(Cc1ccccc1)C2 was read as LGR2 antag -2, DENV2 CPE rescue 6, EWS-Fli block 8, SIRT5 block -7, Casp6 inh 1 and PAX8 inh HTS -5.
Screening COC(=O)c1ccc(CN2CC(=O)N3[C@H](CO)[C@H](c4ccc(Br)cc4)[C@@H]3C2)cc1 returned LGR2 antag -3, DENV2 CPE rescue 4, EWS-Fli block 9, SIRT5 block -3, Casp6 inh 0 and PAX8 inh HTS -10.
COc1ccc(NS(=O)(=O)c2ccc3c(c2)NC(=O)CO3)cc1 was read as ARNT-TACC3 inh -5, LGR2 antag -26, DENV2 CPE rescue -3, EWS-Fli block 7, SIRT5 block -5, Casp6 inh -4 and PAX8 inh HTS 8.
For COC(=O)Cc1csc(NC(=O)CSc2nncn2C)n1 the results were LGR2 antag 17, DENV2 CPE rescue 5, EWS-Fli block 3, Casp6 inh 2 and PAX8 inh HTS -1.
`COc1cc(C(=O)NCCC(=O)NC2CCC(C)CC2)cc(OC)c1OC` (stereo not given) gave ARNT-TACC3 inh -10, LGR2 antag 9, DENV2 CPE rescue 1, SIRT5 block 7, Casp6 inh -3 and PAX8 inh HTS 3.
For N#C[C@H]1[C@H](c2ccc(C3=CCCCC3)cc2)[C@H](CO)N1C(=O)CN1CCOCC1 the results were ARNT-TACC3 inh -6, LGR2 antag 0, DENV2 CPE rescue inconclusive, EWS-Fli block -1, SIRT5 block 2, Casp6 inh -1 and PAX8 inh HTS 8.
For O=c1oc2ccc3ccccc3c2cc1-c1nnc(-c2cccs2)o1 the results were ARNT-TACC3 inh -7, LGR2 antag 17 and PAX8 inh HTS -28.
`COc1ccccc1N1CCN(S(=O)(=O)c2ccc(-n3cnnn3)c(C)c2)CC1` gave ARNT-TACC3 inh -3, LGR2 antag -6 and PAX8 inh HTS 4.
C[C@H](CO)N1C[C@H](C)[C@H](CN(C)CC2CCCCC2)Oc2c(NS(=O)(=O)c3ccc(Cl)cc3)cccc2C1=O was read as ARNT-TACC3 inh -12, LGR2 antag 23, DENV2 CPE rescue -1, EWS-Fli block -2, SIRT5 block -1, Casp6 inh 0 and PAX8 inh HTS -3.
For Cc1ccc(S(=O)(=O)N[C@@H]2CC[C@H](CCNC(=O)Nc3ccc(Cl)cc3)O[C@@H]2CO)cc1 the results were LGR2 antag -15, DENV2 CPE rescue 12, EWS-Fli block -8, SIRT5 block -3, Casp6 inh -1 and PAX8 inh HTS 6.
Cc1noc(C)c1NC(=O)N(C)C[C@@H]1Oc2ccc(NS(=O)(=O)c3cccs3)cc2CC(=O)N([C@@H](C)CO)C[C@H]1C was read as ARNT-TACC3 inh -18, LGR2 antag -4, DENV2 CPE rescue 1, EWS-Fli block -12 and PAX8 inh HTS -14.
COc1ccc([C@@H]2C[C@H]3[C@@H](CN2S(=O)(=O)c2ccccc2)C(=O)C[C@@H](c2ccccc2)N3S(=O)(=O)c2ccc(C)cc2)cc1 was read as LGR2 antag -8, DENV2 CPE rescue 10, EWS-Fli block -15, SIRT5 block 10, Casp6 inh -1 and PAX8 inh HTS 17.
`Cc1ccc(-c2nn(CCC(=O)NN3CCOCC3)c(=O)c3ccccc23)cc1` gave LGR2 antag 5, DENV2 CPE rescue inconclusive, EWS-Fli block -5, SIRT5 block -3, Casp6 inh -2 and PAX8 inh HTS 7.
For CC(C)COC(=O)N(C)C[C@H]1OCc2cn(nn2)CCCC(=O)N([C@@H](C)CO)C[C@@H]1C the results were ARNT-TACC3 inh -1, LGR2 antag -1&-26, DENV2 CPE rescue 3&8, EWS-Fli block -6&2&3, SIRT5 block 0&0, Casp6 inh -15&-6 and PAX8 inh HTS 4&0&-12.
Screening CC1(C)Cc2c(c(N3CCOCC3)nc3sc4c(NCC5CCCO5)nnnc4c23)CS1 (stereo not given) returned ARNT-TACC3 inh 2, LGR2 antag -19, DENV2 CPE rescue 3, EWS-Fli block 5, SIRT5 block -1, Casp6 inh -1 and PAX8 inh HTS -11.
C[C@@H]1CN([C@@H](C)CO)C(=O)Cc2cc(NS(=O)(=O)c3ccc(F)cc3)ccc2O[C@H]1CN(C)CC1CC1 was read as ARNT-TACC3 inh 0, LGR2 antag 4, DENV2 CPE rescue -3, EWS-Fli block 2, SIRT5 block -1, Casp6 inh 0 and PAX8 inh HTS -27.
Cc1ccc(-c2nnc(COC(=O)c3ccco3)o2)cc1 was read as ARNT-TACC3 inh -3, LGR2 antag -23, DENV2 CPE rescue 2, EWS-Fli block -9, SIRT5 block 0, Casp6 inh 4 and PAX8 inh HTS -7.
`OCC[C@H]1C[C@H](O)[C@@H](O)[C@@]2(Cc3ccccc3O2)O1` gave ARNT-TACC3 inh -19, LGR2 antag 5, DENV2 CPE rescue 15, EWS-Fli block -8, Casp6 inh -2 and PAX8 inh HTS 6.
COc1ccc(/C=N/Nc2nncc3ccccc23)c(OC)c1 was read as ARNT-TACC3 inh -7, LGR2 antag -46 and PAX8 inh HTS -179.
Screening C[C@@H]1CCCCO[C@H](CN(C)CC2CC2)[C@@H](C)CN([C@H](C)CO)C(=O)c2cc(NC(=O)Nc3ccccc3)ccc2O1 returned ARNT-TACC3 inh 2, LGR2 antag -15, DENV2 CPE rescue -1, SIRT5 block 2, Casp6 inh 1 and PAX8 inh HTS -23.
For Cc1ccccc1CNc1ccc(C(CC(N)=O)NC(=O)c2ccc(Br)cc2)cc1[N+](=O)[O-] (stereo not given) the results were ARNT-TACC3 inh -6, LGR2 antag -9, DENV2 CPE rescue 9, EWS-Fli block 4, SIRT5 block -3, Casp6 inh -1 and PAX8 inh HTS 6.
For CCC(=O)N(C)C[C@@H]1Oc2ncc(C#CC(C)C)cc2C(=O)N([C@H](C)CO)C[C@H]1C the results were ARNT-TACC3 inh -2, LGR2 antag 4, DENV2 CPE rescue 6, EWS-Fli block -5, SIRT5 block -2 and PAX8 inh HTS -9.
Screening O=C(CNc1cc(S(=O)(=O)N2CCOCC2)ccc1NCC1CCCO1)Nc1ccc(C(F)(F)F)cc1 (stereo not given) returned ARNT-TACC3 inh 2, LGR2 antag -19, DENV2 CPE rescue -6, EWS-Fli block 10, SIRT5 block 0, Casp6 inh 1 and PAX8 inh HTS -2.
CC(C)[C@H](C)NC(=O)N(C)C[C@H]1OCc2ccccc2-c2c(n(C)c3ccccc23)C(=O)N([C@@H](C)CO)C[C@H]1C was read as ARNT-TACC3 inh 4, LGR2 antag 14, DENV2 CPE rescue -2, EWS-Fli block -1, SIRT5 block 0 and Casp6 inh 0.
Cc1noc(C)c1S(=O)(=O)Nc1ccc2c(c1)C(=O)N([C@@H](C)CO)C[C@H](C)[C@H](CN(C)S(=O)(=O)c1ccccc1)O2 was read as ARNT-TACC3 inh -3, LGR2 antag -6, DENV2 CPE rescue 15, EWS-Fli block 2, SIRT5 block -3 and Casp6 inh 1.
Screening CCN=C1SC(CC(N)=O)C(=O)N1CC (stereo not given) returned ARNT-TACC3 inh -30, LGR2 antag -6, DENV2 CPE rescue -4, EWS-Fli block 3, SIRT5 block -5, Casp6 inh 5 and PAX8 inh HTS 13.
For CSc1ccc(CN(C)C(=O)CSCC(=O)Nc2cc(C)on2)cc1 the results were ARNT-TACC3 inh -4, LGR2 antag 2, DENV2 CPE rescue 0, SIRT5 block -1, Casp6 inh -147 and PAX8 inh HTS 12.
`O=C(COC(=O)/C=C/c1ccccc1[N+](=O)[O-])NCc1ccco1` gave ARNT-TACC3 inh -5, DENV2 CPE rescue 7, EWS-Fli block 0, SIRT5 block -2, Casp6 inh 1 and PAX8 inh HTS 8.
Cc1c(C(=O)N(C)CCOc2ccccc2)oc2c(Cl)cccc12 was read as ARNT-TACC3 inh -15, LGR2 antag -5, DENV2 CPE rescue 2, EWS-Fli block -42, SIRT5 block -5, Casp6 inh -147 and PAX8 inh HTS -14.
`CN(C(=O)c1ccco1)c1nc(-c2ccc(F)cc2)cs1` gave ARNT-TACC3 inh 6, LGR2 antag -41, DENV2 CPE rescue 8, EWS-Fli block -109, SIRT5 block -3, Casp6 inh -1 and PAX8 inh HTS -186.
For CCCC(C)C(=O)Nc1nc(C)c(-c2csc(Nc3ccc(Cl)cc3)n2)s1 (stereo not given) the results were ARNT-TACC3 inh -8, LGR2 antag -2, DENV2 CPE rescue -10, EWS-Fli block 24, SIRT5 block 31*, Casp6 inh 0 and PAX8 inh HTS 23.
Screening C[C@@H]1CN([C@H](C)CO)C(=O)c2cc(NS(=O)(=O)c3ccc(Cl)cc3)ccc2O[C@H]1CN(C)CC1CC1 returned ARNT-TACC3 inh 5, LGR2 antag -16, DENV2 CPE rescue -7, EWS-Fli block -12, SIRT5 block 1, Casp6 inh -1 and PAX8 inh HTS 5.
`CCCN1Cc2cccc(C(=O)NC(CC(=O)OCC)c3ccc(C)cc3)c2C1=O` (stereo not given) gave ARNT-TACC3 inh -8, LGR2 antag 11, DENV2 CPE rescue -1, EWS-Fli block 9, SIRT5 block -5, Casp6 inh 1 and PAX8 inh HTS -14.
Screening O=C(Nc1ccc(F)c(F)c1)C1CCN(S(=O)(=O)c2cccs2)CC1 returned ARNT-TACC3 inh -2, LGR2 antag 4, DENV2 CPE rescue 2, EWS-Fli block 1, SIRT5 block -2, Casp6 inh -3 and PAX8 inh HTS 19.
Screening COc1cc(Br)c(C2C(C#N)=C(N)Oc3n[nH]c(-c4cccnc4)c32)cc1OC (stereo not given) returned ARNT-TACC3 inh 8, LGR2 antag -6, DENV2 CPE rescue -2, EWS-Fli block 7, SIRT5 block -7, Casp6 inh 3 and PAX8 inh HTS 0.
For COC(=O)C1=C(C)N(c2ccc(Br)cc2)C(=O)/C1=C\c1ccco1 the results were ARNT-TACC3 inh 2, LGR2 antag -10 and PAX8 inh HTS -7.
`O=C(Nc1ccccc1OC(F)F)C1CC(=O)N(Cc2ccccc2)C1` (stereo not given) gave ARNT-TACC3 inh -5, LGR2 antag -14, DENV2 CPE rescue -5, EWS-Fli block 2, SIRT5 block -4, Casp6 inh -75 and PAX8 inh HTS -5.
COc1cc2c(cc1NC(=O)c1cc(-c3ccncc3)nc3ccccc13)oc1ccccc12 was read as ARNT-TACC3 inh 5, LGR2 antag -15, DENV2 CPE rescue 4, EWS-Fli block 9, SIRT5 block -2, Casp6 inh -1 and PAX8 inh HTS 6.
Cc1ccc(Nc2nnc(SCC(=O)NC3CCCc4ccccc43)s2)cc1 (stereo not given) was read as ARNT-TACC3 inh -4, LGR2 antag 8 and PAX8 inh HTS -5.
C[C@H]1CN([C@@H](C)CO)C(=O)c2cc(NS(=O)(=O)c3ccccc3)ccc2O[C@H]1CN(C)Cc1ccc(C(=O)O)cc1 was read as ARNT-TACC3 inh -15, LGR2 antag 1, DENV2 CPE rescue -13, EWS-Fli block -8, SIRT5 block -2 and Casp6 inh -2.
`C[C@@H]1CCCCO[C@H](CN(C)S(=O)(=O)c2ccccc2)[C@@H](C)CN([C@H](C)CO)C(=O)c2cc(NC(=O)c3ccncc3)ccc2O1` gave ARNT-TACC3 inh -11, LGR2 antag -18, DENV2 CPE rescue -10, EWS-Fli block -10, SIRT5 block 10, Casp6 inh 1 and PAX8 inh HTS -15.
`O=C(CN1CCC(C(=O)O)CC1)Nc1ccccc1Oc1ccccc1` gave LGR2 antag 5, DENV2 CPE rescue 0, EWS-Fli block -21, SIRT5 block -1, Casp6 inh 1 and PAX8 inh HTS 19.
O=C(O)CCC(=O)Nc1sc2c(c1C(=O)NC1CCCC1)CCCC2 was read as ARNT-TACC3 inh -1, LGR2 antag 7, DENV2 CPE rescue 8, SIRT5 block -3, Casp6 inh 14 and PAX8 inh HTS 10.
Screening COc1ccc(C(=O)NCC(=O)NCc2ccc3c(c2)OCO3)cc1[N+](=O)[O-] returned LGR2 antag -6, DENV2 CPE rescue 13, EWS-Fli block -1, Casp6 inh 0 and PAX8 inh HTS -12.
